Source: PubChem
LYPLA2 counter – LYPLA2 inhibitors, primary screen, counter-screen for PME1 inhibitor project, biochemical, fluorescence polarization, FP-Rh probe ABPP; Acyl-protein thioesterase 2 (Homo sapiens), O95372; recombinant LYPLA2; inhibition, % at 5.9 µM; 0.38% of 320,000 active; AID 2177, 2009;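 active = inhibition above the screen-wide mean plus 3 SD, limit set per campaign, cut at about 26% in these data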;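 also: 0% = LYPLA2 with DMSO and 100% = wells lacking LYPLA2 enzyme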
PP5 inh – PP5 phosphatase inhibitors, primary screen, biochemical, fluorescence; Serine/threonine-protein phosphatase 5 (Homo sapiens), P53041; purified PP5c, OMFP substrate fluorescence; inhibition, % at 6.7 µM; 0.18% of 320,000 active; AID 1987, 2009;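 active = inhibition above the campaign's mean inhibition across all tested compounds plus 3 SD, cut at about 9.5% in these data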;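 also: 0% = DMSO only and 100% = 100 µM cantharidin control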
TPT1 inhibitor – Candida albicans TPT1 enzyme inhibitors, primary screen, biochemical, fluorescence polarization; AID 1962, 2009; inhibition, % at 5 µM; tRNA 2'-phosphotransferase TPT1 (Candida albicans SC5314); recombinant caTPT1, FP RNA substrate dephosphorylation; 0.81% of 300,000 active;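 active = inhibition above the mean of all tested compounds plus 3 SD, set per screening campaign, cut at about 24% in these data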;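 also: plate controls were DMSO alone for no effect and ferristatin control at 100 nM for full effect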
Fh CTSL1 inh – Fasciola hepatica cathepsin L1 inhibitors, primary screen, counter-screen for PFM18AAP inhibitor project, biochemical, QFRET, fluorogenic peptide substrate; recombinant F. hepatica cathepsin L1, Z-Leu-Arg-MCA fluorescence; inhibition, % at 5.96 µM; 0.49% of 300,000 active;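 active = inhibition above the mean of all tested compounds plus 3 SD, set per screening campaign, cut at about 17% in these data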;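 also: 0% = plate median of test compound wells and 100% = 1 µM Z-Phe-Ala-diazomethylketone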
PREPL inh – PREPL enzyme inhibitors, primary screen, biochemical, fluorescence polarization. 0.68% of 320,000 active. recombinant PREPL, fluorescence polarization activity-based probe. AID 2751, 2010. Prolyl endopeptidase-like (Homo sapiens), Q4J6C6. inhibition, % at 5.96 µM; in the data active = inhibition above about 43%;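 also: 0% = enzyme with DMSO and 100% = wells lacking enzyme; many of its hits are not listed in these tables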
Target sequence (Q4J6C6 whole entry, looked up): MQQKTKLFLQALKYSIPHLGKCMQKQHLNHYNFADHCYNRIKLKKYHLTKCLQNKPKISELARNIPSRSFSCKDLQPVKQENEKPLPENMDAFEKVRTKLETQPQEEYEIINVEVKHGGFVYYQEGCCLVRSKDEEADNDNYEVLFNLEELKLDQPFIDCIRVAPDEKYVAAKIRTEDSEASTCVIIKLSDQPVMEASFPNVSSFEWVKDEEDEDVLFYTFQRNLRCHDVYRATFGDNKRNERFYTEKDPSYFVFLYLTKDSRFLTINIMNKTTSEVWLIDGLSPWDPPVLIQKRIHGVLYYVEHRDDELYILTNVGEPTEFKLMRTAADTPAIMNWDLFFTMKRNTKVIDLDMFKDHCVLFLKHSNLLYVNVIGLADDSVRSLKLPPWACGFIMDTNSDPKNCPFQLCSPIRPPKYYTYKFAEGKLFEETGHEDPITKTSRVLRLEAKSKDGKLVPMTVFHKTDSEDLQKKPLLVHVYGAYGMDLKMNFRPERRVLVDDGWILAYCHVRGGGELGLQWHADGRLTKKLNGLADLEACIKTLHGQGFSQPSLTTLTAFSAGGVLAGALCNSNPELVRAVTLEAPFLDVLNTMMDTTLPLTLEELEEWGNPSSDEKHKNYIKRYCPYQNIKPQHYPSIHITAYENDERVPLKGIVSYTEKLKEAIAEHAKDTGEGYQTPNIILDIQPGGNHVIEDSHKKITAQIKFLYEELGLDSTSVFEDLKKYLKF
Efflux pump mplx – inhibitors of Candida efflux pumps in yeast, primary screen, S. cerevisiae, Nile Red, multiplex. 0.44% of 330,000 active. AID 485275, 2010. inhibition, % at 10 µM. S. cerevisiae Candida pump triplex;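 active = plate passing quality check with inhibition over a set limit, or well fluorescence over plate mean plus 4 SD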;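 also: Nile Red retained in pooled yeast measured as flow cytometry median fluorescence; 0% = buffer negative control and 100% = Enniatin B positive control; higher means more Nile Red kept so more efflux inhibition; some compounds called inactive have numbers as strong as hits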
HCV core dimer – inhibitors of HCV core protein dimerization, primary screen, biochemical, TR-FRET, high-throughput; 0.33% of 300,000 active; TR-FRET GST/Flag-core106 dimerization, 1536-well; AID 1899, 2009; inhibition, % at 5 µM;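 active = inhibition above the mean of all tested compounds plus 3 SD, set per screening campaign, cut at about 45% in these data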
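Material: GST/Flag-tagged HCV core106 proteins. Incubation: 4 h, 22.5 °C incubation. Read-out basis: inhibition (%) from 671 over 617 nm ratio. Measured by: TR-FRET, excitation 340 nm, emission 617 and 671 nm.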
JMJD2C inh – inhibitors of GASC-1 histone demethylase, primary screen, biochemical, fluorescence, DELFIA europium; inhibition, % at 2.35 µM; GST-JMJD2C(1-420) H3K9me3 demethylation; AID 2099, 2009; 0.069% of 330,000 active;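 active = more than half of a compound's replicate wells show inhibition beyond 50%, single wells judged on their own value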;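 also: signal counts dimethyl H3K9 product captured on neutravidin plate; 0% = median of DMSO wells and 100% = 0.3 times that DMSO median; strong numbers were not always called active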
PP1 counter – PP1-alpha phosphatase inhibitors, primary screen, counter-screen for PP5 inhibitor project, biochemical, fluorescence, OMFP substrate, single point. Serine/threonine-protein phosphatase PP1-alpha catalytic subunit (Homo sapiens), P62136. purified PP1alpha. inhibition, % at 6.7 µM. 0.9% of 320,000 active. AID 2235, 2010;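 active = inhibition above the mean inhibition of all tested compounds plus 3 SD, computed separately for each screening campaign, cut at about 15% in these data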
Target sequence (P62136 whole entry, looked up): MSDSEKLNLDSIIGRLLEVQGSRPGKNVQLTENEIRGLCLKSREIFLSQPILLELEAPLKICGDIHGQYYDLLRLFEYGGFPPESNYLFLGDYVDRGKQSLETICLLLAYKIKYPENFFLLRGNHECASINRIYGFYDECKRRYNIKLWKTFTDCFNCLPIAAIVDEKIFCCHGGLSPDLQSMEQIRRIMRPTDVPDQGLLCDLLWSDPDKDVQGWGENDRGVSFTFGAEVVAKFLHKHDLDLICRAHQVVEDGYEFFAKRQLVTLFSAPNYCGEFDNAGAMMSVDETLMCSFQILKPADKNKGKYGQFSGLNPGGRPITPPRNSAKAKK
Numbers without * were called inactive; · = no result given; & = joins results of further samples.

1: N#CC1=C2SCN(Cc3ccco3)CN2C(=O)CC1c1cccc2ccccc12 (stereo not given)
2: O=C(CSc1oc(-c2ccco2)nc1S(=O)(=O)c1ccccc1)NCC1CCCO1 (stereo not given)
3: CN1C(=S)NC(C)(C)CC1(C)c1ccc(O)cc1O (stereo not given)
4: CCOC(=O)c1c(-c2ccccc2)csc1NC(=O)C(C)NCc1ccco1 (stereo not given)
5: CCc1ccccc1Nc1nc2ccccc2n1C(C)C
6: CCOC(=O)C1=C(CBr)NC(=O)NC1C (stereo not given)

Screen / compound no.	1	2	3	4	5	6
LYPLA2 counter	-9	2	4	-5	-4	7
PP5 inh	1.0	1.0	2.7	3.1	1.3	-1.2
TPT1 inhibitor	3	9	3	-4	-1	-5
Fh CTSL1 inh	-2	7	4	1	-1	3
PREPL inh	-7	16	9	1	-6	7
Efflux pump mplx	-0.1	-0.1	0.2	-0.1	-0.1	-0.1
HCV core dimer	5	10	-11	1	2	-2
JMJD2C inh	7	2&-6	-1	1	6	5
PP1 counter	-2	2	0	0	-6	1

7: CC(OC(=O)/C=C/c1cccc(Cl)c1)C(=O)NC1CCCCC1C (stereo not given)
8: FC(F)(F)c1cccc(OCCN2CCN(Cc3ccccc3)CC2)c1
9: O=C(O)/C=C\C(=O)Nc1ccc(F)c(F)c1F
10: CCc1ccc(-n2c(SCC(=O)c3ccc4c(c3)NC(=O)CO4)nc3ccccc3c2=O)cc1
11: CC1=C(C(=O)OC(C)C)C(c2cccc(F)c2)n2ncnc2N1 (stereo not given)
12: CCOc1ccc(C(=O)Nc2nc(C)cc(C)n2)cc1[N+](=O)[O-]

Screen / compound no.	7	8	9	10	11	12
LYPLA2 counter	2	7	4	1	1	1
PP5 inh	-1.2	-0.2	2.8	-0.6	-1.1	-2.5
TPT1 inhibitor	-3	-4	-5	-1	1	0
Fh CTSL1 inh	-6	5	5	-5	2	0
PREPL inh	11	6	15	4	-5	5
Efflux pump mplx	0.0	0.0	0.1	0.1	-0.1	0.0
HCV core dimer	2	-11	-5	5	-8	5
JMJD2C inh	-8	-12	-4	-8	7	5
PP1 counter	-3	2	-4	-1	1	-5

13: O=C(O)CC(NC(=O)OCc1ccccc1)c1ccc(Br)cc1 (stereo not given)
14: COc1cccc(C(=O)N2CCN(C(=O)c3cccc(F)c3)CC2)c1
15: CCOC(=O)c1c(C)[nH]c(C(=O)COC(=O)CNC(=O)c2ccc(Cl)cc2)c1C
16: COc1cccc(N2[C@@H](CC(C)=O)c3ccccc3S2(=O)=O)c1
17: O=C(Nc1ccc(F)cc1F)NC1CCN(Cc2c(F)cccc2Cl)CC1
18: Cc1ccccc1OCC(O)CN1CCCCC1 (stereo not given)

Screen / compound no.	13	14	15	16	17	18
LYPLA2 counter	-3	-7	-14	0	-1	-9
PP5 inh	3.5	1.2	1.8	0.2	0.6	-0.1
TPT1 inhibitor	-3	-39	3	-3	1	-4
Fh CTSL1 inh	-2	0	0	0	3	-2
PREPL inh	-3	11	1	6	9	-1
Efflux pump mplx	0.0	0.2	0.7	0.0	0.1	-0.1
HCV core dimer	-4	-1	-13	-11	2	0
JMJD2C inh	5	3	2	-11	1	-16
PP1 counter	-4	-4	5	-2	0	-3

19: O=C1C2C3CC(C(Br)C3Br)C2C(=O)N1c1nccs1 (stereo not given)
20: CC(C)CCNC(=O)c1cc(S(=O)(=O)N2CCCCC2)ccc1N1CCOCC1
21: Cc1ccc(CNC(=O)C2CCCN(S(=O)(=O)c3cccnc3)C2)cc1 (stereo not given)
22: Cc1cccc(N2C(=O)N3[C@H](c4ccc(F)cc4)[C@@H]4C(=O)N(C5CCCCC5)C(=O)[C@@H]4[C@]3(Cc3ccccc3)C2=O)c1
23: CCOc1ccccc1OCC(O)CNC (stereo not given)
24: CCN(CC(=O)Nc1c(F)cccc1F)C(=O)CNC(=O)c1cccc(C)c1

Screen / compound no.	19	20	21	22	23	24
LYPLA2 counter	3	5	1	-2	-2	-4
PP5 inh	1.0	-0.5	-0.8	2.9	0.3	-1.0
TPT1 inhibitor	0	0	0	-3	-1	-3
Fh CTSL1 inh	-3	5	5	2	-3	2
PREPL inh	7	-1	4	9	3	3
Efflux pump mplx	0.2	0.0	0.0	0.0	0.0	-0.2
HCV core dimer	0	0	-2	3	-1	4
JMJD2C inh	9	7	-7	7	19	-12
PP1 counter	-4	-1	0	7	-1	-4

25: COc1cccc(CNC(=O)C(NS(=O)(=O)c2ccc3c(c2)CCN3C(C)=O)C(C)C)c1 (stereo not given)
26: COC(=O)C(NC(=O)c1ccccc1)=C(C)C
27: Cc1cc(Cl)ccc1C(=O)C1CCCN(C(=O)c2cnn(C(C)C)c2)C1 (stereo not given)
28: Cc1ccc(-c2csc3ncnc(SCc4ccc(C(=O)O)cc4)c23)cc1
29: C/C(=N\Nc1nc2c(s1)CCCC2)c1ccccc1
30: CCCNC(=O)c1onc(CSc2ccc(F)cc2)c1C(=O)NC(C)C

Screen / compound no.	25	26	27	28	29	30
LYPLA2 counter	3	7	13	10	0	4
PP5 inh	0.7	-0.2	0.7	3.2	3.4	1.7
TPT1 inhibitor	0	-2	-2	-1	0	3
Fh CTSL1 inh	3	-1	-5	2	0	-1
PREPL inh	15	0	8	-44	20	5
Efflux pump mplx	0.1	-0.1	0.1	-0.3	0.1	-0.1
HCV core dimer	4	-5	0	38	-1	-12
JMJD2C inh	2	10	-3	·	4	4
PP1 counter	-1	-3	-1	16*	-1	-2

31: COC(CNC(=O)CCc1c(C)nc2c(-c3ccccc3)c(C)nn2c1C)OC
32: CCCNC(=O)COC(=O)c1ccc(S(=O)(=O)N2CCCC2)cc1
33: CCOc1ccc2oc(C(=O)OCC(=O)NC3CCCCC3)c(C)c2c1
34: COc1ccc(C(CC(=O)O)NC(=O)C(c2ccccc2)c2ccccc2)cc1 (stereo not given)
35: O=[N+]([O-])c1cc(-c2nc(-c3ccncc3)no2)ccc1Cl
36: CC1Sc2ccc(S(=O)(=O)N3CCC(C(=O)N4CCN(C)CC4)CC3)cc2NC1=O (stereo not given)

Screen / compound no.	31	32	33	34	35	36
LYPLA2 counter	0	-2	1	-9	-1	-3
PP5 inh	3.0	2.2	2.9	-2.5	-0.8	-3.5
TPT1 inhibitor	-1	-4	·	2	4	-1
Fh CTSL1 inh	-2	-2	·	-1	3	-1
PREPL inh	9	3	9	-4	2	12
Efflux pump mplx	0.0	0.4	0.3	0.1	0.0	1.4
HCV core dimer	-1	-3	·	6	-1	-9
JMJD2C inh	-5	22	-1	0	-10	-2
PP1 counter	-5	-2	0	-4	1	-9

Four records picked at random from those above, as already listed:
31: COC(CNC(=O)CCc1c(C)nc2c(-c3ccccc3)c(C)nn2c1C)OC
33: CCOc1ccc2oc(C(=O)OCC(=O)NC3CCCCC3)c(C)c2c1
35: O=[N+]([O-])c1cc(-c2nc(-c3ccncc3)no2)ccc1Cl
32: CCCNC(=O)COC(=O)c1ccc(S(=O)(=O)N2CCCC2)cc1

Screen / compound no.	31	33	35	32
LYPLA2 counter	0	1	-1	-2
PP5 inh	3.0	2.9	-0.8	2.2
TPT1 inhibitor	-1	·	4	-4
Fh CTSL1 inh	-2	·	3	-2
PREPL inh	9	9	2	3
Efflux pump mplx	0.0	0.3	0.0	0.4
HCV core dimer	-1	·	-1	-3
JMJD2C inh	-5	-1	-10	22
PP1 counter	-5	0	1	-2

New compounds follow:
37: CC(C)Cn1c2nc3ccccc3nc2c2c(=O)n(CCN3CCOCC3)cnc21
38: CCSc1nnc(-c2cccnc2)n1Cc1ccco1
39: CN(c1cccc(NC(=O)COc2ccc(Cl)cc2Cl)c1)S(C)(=O)=O
40: Cc1cc(=O)c(C(=O)O)nn1-c1ccc(Cl)cc1
41: COc1ccccc1NC(=O)c1ccc(N2CC3CC(C2)c2cccc(=O)n2C3)c(NC(=O)c2cccnc2)c1 (stereo not given)
42: COc1cc(/C=N/O)ccc1Oc1ccc([N+](=O)[O-])cc1[N+](=O)[O-]

Screen / compound no.	37	38	39	40	41	42
LYPLA2 counter	-1	-2	1	-1	8	11
PP5 inh	-1.7	-0.9	-0.4	0.0	0.3	2.9
TPT1 inhibitor	-1	-2	4	-1	-4	-3
Fh CTSL1 inh	0	2	0	0	-1	2
PREPL inh	14	6	-10	0	6	0
Efflux pump mplx	-0.5	0.0	-0.1	-0.1	-0.4	0.0
HCV core dimer	3	-3	4	4	1	-7
JMJD2C inh	18	-25	5	16	-1	5
PP1 counter	-3	-2	-2	-2	3	1

43: CC1CCCC(C)N1CCCNC(=O)CN1C(=O)COc2ccc(S(=O)(=O)N3CCOCC3)cc21 (stereo not given)
44: COc1cc(NC(=O)CSc2nc3[nH]ncc3c(=O)n2-c2ccccc2C)cc(OC)c1OC
45: O=C(NCc1cccs1)C1(S(=O)(=O)c2ccccc2)CC=CC1
46: CC1Cc2cc(S(=O)(=O)N3CCCCC3)ccc2N1C(=O)C1CCC1 (stereo not given)
47: N#Cc1c(-c2ccccc2)nc(N2CCCCCC2)[nH]c1=O
48: COc1ccc(C(=O)NCCCNC(=O)c2ccco2)cc1OC

Screen / compound no.	43	44	45	46	47	48
LYPLA2 counter	-7	-6	-5	-1	3	7
PP5 inh	3.8	1.8	-0.1	2.2	0.2	-0.5
TPT1 inhibitor	1	-2	-1	3	0	-1
Fh CTSL1 inh	-1	-3	0	-4	2	-3
PREPL inh	-2	-3	-3	5	13	-2
Efflux pump mplx	0.0	-0.2	0.0	0.1	-0.2	0.0
HCV core dimer	-3	5	12	6	9	-1
JMJD2C inh	-3	2	0	5	-3	3
PP1 counter	-1	1	2	0	0	1

49: Cc1ccc(Cn2c(=N)c(S(=O)(=O)c3ccc(C)cc3)cc3c(=O)n4ccccc4nc32)cc1
50: O=C(NCCNCc1ccc(F)cc1)c1ccco1
51: CCCCOC(=O)Nc1cc(OC)c(Cl)cc1OC
52: Cc1cccc(NC(=O)Nc2ccccc2[N+](=O)[O-])n1
53: C=CCSC1=C(C#N)C(c2ccc(C(C)C)cc2)CC(=O)N1 (stereo not given)
54: CCSc1ncc(C)cc1[N+](=O)[O-]
55: O=C(/C=C/c1ccc(Br)o1)Nc1nccs1
56: O=C(NC1(C(=O)NC2CCCC2)CCCCC1)c1ccc2c(c1)OCO2
57: O=c1c2ccccc2c(=O)n(Cc2ccccc2)n1Cc1ccccc1

Screen / compound no.	49	50	51	52	53	54	55	56	57
LYPLA2 counter	4	-6	-2	0	1	-2	-13	2	1
PP5 inh	-2.1	0.6	2.9	3.2	3.8	-1.8	-0.9	-0.1	-0.9
TPT1 inhibitor	0	1	0	1	-5	0	2	-2	-4
Fh CTSL1 inh	-1	-1	2	2	4	0	12	-2	2
PREPL inh	4	-7	4	-5	15	-1	2	-3	-8
Efflux pump mplx	0.2	0.3	0.1	0.1	0.1	-0.9	0.1	0.0	-0.1
HCV core dimer	-1	-3	-2	-1	-11	-8	-4	-1	0
JMJD2C inh	3	9	-21	-14	6	-5	0	-7	4
PP1 counter	1	1	-5	-3	0	-2	9	-4	5

Not all compounds are listed; the hit share may differ from the screen's.
